Source: PubChem (National Center for Advancing Translational Sciences (NCATS))
EPAC2 agonist: qHTS for Agonist of cAMP-regulated guanine nucleotide exchange factor 4 (EPAC2): primary screen; EPAC2 activation, biochemical qHTS; response scale: 100% = 6.5 mM cAMP response; Potency, µM (series often up to 154 µM), for the others: at the highest dose activation, hits mostly activators; hit rate 0.079% among 360,000; Rap guanine nucleotide exchange factor 4 (Homo sapiens), Q8WZA2; AID 720711, 2013; note: potency is the fitted concentration of half-maximal effect; nearly all actives have a fitted effect of over 50% in size
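Compounds were titrated in qHTS against a Rap1B-BODIPY-GDP (250 nM) complex with EPAC2 (100 nM) and GDP (50 uM). BODIPY-GDP release tracked at 480/540 nm over 30 min at room temperature, normalized to 6.5 mM cAMP.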
DRD3 antagonist: qHTS of D3 Dopamine Receptor Antagonist: qHTS; max response, negative = inhibition, %; D(3) dopamine receptor (Homo sapiens), P35462; D3R cells, DiscoveRx beta-arrestin luminescence, antagonist mode; active compounds read low; hit rate 2.5% among 360,000; AID 652054, 2013; in the data active = max response below about -50%; inconclusive = no clear call, values can overlap the other calls; note: % is set by controls: 0 for no effect and ±100 for the full control effect; mostly tested at two doses, the higher about 12 µM
Target sequence (P35462 whole entry, looked up): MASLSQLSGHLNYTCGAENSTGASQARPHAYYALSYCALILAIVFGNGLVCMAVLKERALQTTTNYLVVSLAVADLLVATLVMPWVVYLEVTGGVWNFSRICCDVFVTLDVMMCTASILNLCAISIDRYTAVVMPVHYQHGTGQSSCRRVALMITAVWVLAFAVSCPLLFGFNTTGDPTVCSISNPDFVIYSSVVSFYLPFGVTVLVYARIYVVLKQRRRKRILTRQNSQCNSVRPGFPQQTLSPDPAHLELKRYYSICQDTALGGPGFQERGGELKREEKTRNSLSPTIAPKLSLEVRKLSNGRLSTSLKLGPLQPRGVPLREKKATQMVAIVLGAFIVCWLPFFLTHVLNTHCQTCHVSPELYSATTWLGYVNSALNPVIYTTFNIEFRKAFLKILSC
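Cells expressing the human receptor were seeded at 1500 cells/well, incubated overnight at 37 degrees C in 5% CO2, then exposed to library compounds with dopamine controls for 90 minutes at 37 degrees C before luminescent detection.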
PTHR1 ag: qHTS for PTHR1 Agonists: Primary Screen. Parathyroid hormone/parathyroid hormone-related peptide receptor (Homo sapiens), Q03431. HEK293 GP2 PTHR1 cells, GloSensor cAMP luminescence, 1 h. Potency, µM (highest dose often 115 µM), without a hit: at the top dose activation, hits mostly activators. hit rate 0.075% among 410,000. AID 743266, 2014; note: potency is the fitted concentration of half-maximal effect; nearly all actives have a fitted effect of over 55% in size; some results filed as inactive show a strong effect at the top dose; inactives centre near -15; many of its hits are not listed in these tables
Target sequence (Q03431 whole entry, looked up): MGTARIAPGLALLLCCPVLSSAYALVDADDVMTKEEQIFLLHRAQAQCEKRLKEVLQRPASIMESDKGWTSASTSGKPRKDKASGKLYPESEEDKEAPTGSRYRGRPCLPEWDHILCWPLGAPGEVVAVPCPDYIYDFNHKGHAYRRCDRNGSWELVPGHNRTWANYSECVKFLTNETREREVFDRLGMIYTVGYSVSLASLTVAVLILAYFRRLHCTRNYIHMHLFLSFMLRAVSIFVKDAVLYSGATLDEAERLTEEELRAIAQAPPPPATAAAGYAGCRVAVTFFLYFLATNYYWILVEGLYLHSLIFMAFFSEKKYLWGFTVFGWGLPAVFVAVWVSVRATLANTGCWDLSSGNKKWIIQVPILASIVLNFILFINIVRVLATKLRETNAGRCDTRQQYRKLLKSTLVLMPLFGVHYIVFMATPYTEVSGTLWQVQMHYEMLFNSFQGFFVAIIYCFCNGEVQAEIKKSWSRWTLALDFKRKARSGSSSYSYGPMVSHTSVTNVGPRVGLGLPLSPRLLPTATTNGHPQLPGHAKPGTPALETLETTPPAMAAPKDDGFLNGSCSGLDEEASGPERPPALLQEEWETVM
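HEK-293-derived GP2 cells expressing PTHR1 and a GloSensor cAMP reporter, 3,000/well, plated overnight, given luciferin plus IBMX (each 0.5 mM as added) for 1 h at 37 °C, then compound for 1 h at 37 °C. Luminescence was read after 15 min at room temperature.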
Mm-Cpn inhibitor: Inhibitors of TCP-1 ring complex (TRiC) of Methanococcus maripaludis (MmCpn): qHTS; Chaperonin Mm-Cpn (Methanococcus maripaludis); purified Mm-Cpn ATPase, ADP Transcreener TR-FRET; Potency, µM (series often up to 76.9 µM), for inactives: at the top dose activity, negative = inhibition, hits mostly inhibitors; hit rate 0.031% among 330,000; note: potency is the fitted concentration of half-maximal effect; % is set by controls: 0 for no effect and ±100 for the full control effect; nearly all actives have a fitted effect of over 80% in size
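ATP (10 uM final) was added to archaeal chaperonin (25 nM final) after 10 min exposure to test compound at 37°C; after 30 min further incubation, ADP was detected by competitive TR-FRET.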
pAkt inh: HTS Assay for Inhibitors of Akt Phophorylation: Primary Screen; hit rate 0.32% among 360,000; AID 651550, 2012; Neuro2A IGF-stimulated pAkt S473 HTRF, 20 min; active compounds read low; activity change, % for hits at 50 µM; in the data active = activity change below about -80%; inconclusive = mostly about -51% to -80%; note: % is set by controls: 0 for no effect and ±100 for the full control effect
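Single-point screen (50 µM final compound) in Neuro2A cells stimulated 20 min with 6 nM IGF at 37 deg C. After lysis, Ser473-phosphorylated Akt read by HTRF (ex 330 nm, em 615/665 nm) as the 665/615 ratio.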
DRD3 agonist: qHTS of D3 Dopamine Receptor Agonist: qHTS. D(3) dopamine receptor (Homo sapiens), P35462. D3R DiscoveRx beta-arrestin cells, luminescence, 90 min. max activation, %. hit rate 0.58% among 410,000; in the data active = max activation above about 30%; note: 0% is about no effect; mostly tested at two doses, the higher about 12 µM
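Agonist-mode cell screen: cells plated at 1500/well and incubated overnight at 37 °C, then exposed to library compounds for 90 min at 37 °C. Detection reagent was added for 30–60 min at room temperature, and luminescence was read.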
CCT modulator: High-Throughput Screening for Modulators of Cytosolic Chaperonin Activity; purified chaperonin ATPase assay, HTRF ADP detection, 30 min; activity change, % (concentration not given with the values), hits read low; hit rate 0.3% among 360,000; AID 651819, 2012; in the data active = activity change below about -30%; note: % is set by controls: 0 for no effect and ±100 for the full control effect
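ATPase activity: ADP formed was measured by HTRF Transcreener (665/615 nm ratio) after 30 min at 37 deg C with 10 uM ATP. Compounds screened at one 76 uM concentration against 40 or 20 nM TRiC in Tris pH 7.4/KCl/MgCl2/DTT buffer.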
EPAC2 antagonist: qHTS for Antagonist of cAMP-regulated guanine nucleotide exchange factor 2 (EPAC2): primary screen; Rap guanine nucleotide exchange factor 4 (Homo sapiens), Q8WZA2; EPAC2 GEF exchange of Rap1B-BODIPY-GDP, fluorescence; Potency, µM (titrated, usually from 114 µM), for the others: at the highest dose activity, negative = inhibition, actives largely listed as inhibitors; hit rate 0.18% among 360,000; AID 720708, 2013; note: potency is the fitted concentration of half-maximal effect; % is set by controls: 0 for no effect and ±100 for the full control effect; nearly all actives have a fitted effect of over 45% in size; many of its hits are not listed in these tables
The depositor's hits bear a star; i = inactive; ? = inconclusive; / = not tested or not shown; [ ] = remark or other dose. Unless noted, calls come from the whole dose curve; as a rule, active = well fitted curve in the direction sought with a large enough effect; inconclusive = small, poorly fitted or top-dose-only effect, or another doubt; inactive = no such curve, though single readings can be large; an effect the other way counts as inactive or inconclusive. These rows are one share of the data; the hit share may differ from the screen's.

Under each structure: EPAC2 agonist	DRD3 antagonist	PTHR1 ag	Mm-Cpn inhibitor	pAkt inh	DRD3 agonist	CCT modulator	EPAC2 antagonist
- CC(=O)c1c(-c2ccccc2)c2cc(Cl)ccc2[nH]c1=O
 : -1%	?	-7%	0%	i	-4	2.1	11%
- O=c1cc(SCc2ccccc2)nc[nH]1
 : 6%	-18	i	/	i	4	-0.2	3%
- O=C(O)c1cc(-c2ccccc2)n(-c2ccc(F)cc2)n1
 : 6%	1	-7%	0%	i	-10	-0.1	-7%
- C[C@@H]1CN([C@H](C)CO)C(=O)CCCn2nncc2CO[C@H]1CN(C)C(=O)c1ccncc1
 : 0%	-4	-26%	/	i	3	-0.8	-1%
- Cc1nnc(SCC(=O)c2c(N)n(Cc3ccccc3)c(=O)n(C)c2=O)n1C
 : -4%	-8	i	0%	i	-2	-2.6	1%
- COc1ccc(-c2csc(NC(=O)c3cccc(N4C(=O)CCC4=O)c3)n2)cc1OC
 : 11%	30	-1%	-2%	i	2	-4.1	-3%
- Cc1ccc(C(=O)NCCc2nnc3ccc(SCC(=O)Nc4cc(C)on4)nn23)cc1
 : 16%	3	i	2%	i	0	0.0	2%
- Cc1cc(C)n(-c2nnc(C)n2/N=C/c2ccco2)n1
 : 10%	0	i	-1%	i	-1	-2.1	-15%[57.1 µM]
- Cc1cc(=O)oc(C)c1C(=O)NCc1ccccc1
 : 5%	-27	-40%	-2%	i	-2	-2.5	-4%
- COc1ccc(NC(=O)C2CCC(=O)N2C(=O)OCc2ccccc2)cc1 (stereo not drawn)
 : 6%	-2	-20%	0%	i	0	-2.4	6%
- Cc1nn(C2CCS(=O)(=O)C2)c(C)c1CN(C)C(=O)c1ccc(Cl)cc1 (stereo not drawn)
 : 3%	-13	-25%	2%	i	0	0.6	-4%
- Cc1ccc(S(=O)(=O)N(C)c2ccc(OCc3cccc(C)c3)cc2)cc1
 : 8%	-11	-12%	1%	i	-13	-2.0	-4%
- CC(=O)OC[C@@H]1CN(Cc2ccccc2)C[C@H](n2cnc3c(Nc4ccccc4)ncnc32)O1
 : 18%	-6	-1%	/	i	-6	-1.6	-14%
- O=C(NCCN1CCN(c2ccccc2)CC1)c1ccccc1F
 : 3%	-56*	-13%	3%	i	16	-0.6	2%
- O=C(COC(=O)Cc1ccc(F)cc1)NC(=O)NC1CCCC1
 : 2%	1	17%	3%	i	2	0.3	-14%

A few values from the list:
CC(=O)OC[C@@H]1CN(Cc2ccccc2)C[C@H](n2cnc3c(Nc4ccccc4)ncnc32)O1 @ PTHR1 ag: -1%
Cc1ccc(C(=O)NCCc2nnc3ccc(SCC(=O)Nc4cc(C)on4)nn23)cc1 @ EPAC2 agonist: 16%

New compounds follow:
Under each structure: EPAC2 agonist	DRD3 antagonist	PTHR1 ag	Mm-Cpn inhibitor	pAkt inh	DRD3 agonist	CCT modulator	EPAC2 antagonist
- Nc1c(C(=O)Nc2ccc3c(c2)OCCO3)nnn1Cc1ccc(F)cc1
 : -3%	17	-42%[inhibitor]	-1%	i	8	-2.8	10%
- Cc1c(C(=O)N2CCc3ccccc32)oc2c1C(=O)CC(C)(C)C2
 : -8%	10	-1%[57.5 µM]	-3%	i	7	0.0	1%
- COC(=O)CSc1cc([N+](=O)[O-])cc2c1c(C1OCCO1)nn2-c1ccccc1
 : -3%	9	-14%	0%	i	-3	0.1	21%
- CCOc1ccccc1NC(=O)c1cnccn1
 : 5%	17	-26%	-10%	i	11	0.5	-13%
- O=C(NNC(=S)Nc1cccc(C(F)(F)F)c1)c1ccncc1
 : -2%	-5	-18%	/	i	8	-3.6	0%
- Cc1nc2ccccc2n1/C(=N\S(=O)(=O)c1ccccc1)c1ccccc1
 : -3%	17	-8%	2%	i	6	-22	7%
- CSC1=N/C(=C\c2cccc(Cl)c2)C(=O)N1N(C)C
 : 13%	31	-5%	-1%	i	17	0.8	-18%
- CCN(CC(=O)Nc1ccc(OC)cc1)C(=O)C1CCN(C(=O)c2ccc(Cl)cc2)CC1
 : 10%	-13	i	1%	i	-3	-2.5	-7%
- Cc1cccc(-c2oc(C)c(C)[n+]2[O-])c1
 : 0%	-11	-8%[57.5 µM]	-1%	i	-21	-5.3	-4%
- CN1CCN(Cc2c(O)ccc3c2oc(=O)c2ccccc23)CC1
 : 0%	30	-16%[57.5 µM]	-9%	i	-10	-0.5	-2%
- CC(=O)N1N=C(c2ccccc2)OC12CCCC2
 : 1%	9	i	2%	i	-23	1.8	1%
- CCOC(=O)c1sc2ncnc(N3CCN(C(=O)OCC)CC3)c2c1C
 : -4%	84	-13%[57.5 µM]	-17%	i	1	-1.9	-5%
- COc1cccc(OCCCCN2CC(C)OC(C)C2)c1 (stereo not drawn)
 : 7%	-87*	i	0%	i	-8	0.4	11%
- N#C/C(C(N)=O)=c1/ccc2c(c1)N1C3=C(CCCC3)CC3CCCCC31N=2 (stereo not drawn)
 : 7%	-15	-13%	-6%	i	-3	-37*	-10%
- O=C(NC1CC1)c1cc(-c2ccccn2)nc2ccccc12
 : -5%	-1	i	-1%	i	2	0.7	-3%
- COc1ccc(NC(=O)COC(=O)c2c(C)noc2C)cc1Cl
 : -2%	15	i	/	i	1	-0.2	3%
- CCc1noc(C)c1C(=O)N1CCN(S(=O)(=O)c2ccc(C(C)=O)cc2)CC1
 : 0%	-7	i	0%	i	0	-2.7	6%
- CC(C)[C@H](NC(=O)OCc1ccccc1)C(=O)OCC(=O)Nc1ccc(N2CCOCC2)cc1
 : 9%	22	-6%	-1%	i	7	2.5	11%
- CCOc1ccc(CCNC(=O)c2cccc(S(=O)(=O)N3CCCCC3)c2)cc1OCC
 : 7%	24	-39%[inhibitor]	-3%	i	1	-1.7	-3%
- O=C(Oc1ccc2ccc(=O)oc2c1)C1CCCCC1
 : -13%	7	-29%	-1%	i	2	-1.0	-2%
- Cc1ccc(S(=O)(=O)Nc2cccc(C(=O)NCc3ccccn3)c2)cc1F
 : 6%	16	-25%	2%	i	8	1.9	-2%
- O=C(CN1C(=O)C2C3C=CC(C3)C2C1=O)OCC(=O)c1ccccc1 (stereo not drawn)
 : 5%	7	i	3%	i	1	2.7	-1%
- O=C(Nc1cccnc1)c1scc2c1OCCO2
 : 3%	-14	i	-1%	i	-3	-23	0%
- Cn1c(=O)c(-c2ccccc2)cc2ccccc21
 : -1%	4	i	/	i	47*	-1.6	-13%
- O=C(c1ccco1)N1c2ccccc2Sc2ccccc21
 : 9%	-30	-28%	-6%	i	1	-2.0	-8%
- Brc1cccc(CN2CCCCCC2)c1
 : 15%	-17	-2%	0%	i	-13	0.2	-5%
- O=C(NCc1ccncc1)C(=O)NCC1OCCN1S(=O)(=O)c1ccc(Cl)cc1 (stereo not drawn)
 : -2%	1	1%	1%	i	-5	2.1	-5%
- O=C(/C=C/c1cccc([N+](=O)[O-])c1)OC1CCCCC1=O (stereo not drawn)
 : 9%	1	-20%	4%	i	-1	-0.1	6%
- COc1ccc(CC(=O)N2CCCc3ccccc32)cc1OC
 : 3%	9	-1%[57.5 µM]	-1%	i	0	-9.1	-8%
- COc1ccc(NCc2cc(=O)[nH]c3ccccc23)cc1
 : 20%	-13	-23%	1%	i	-10	2.1	5%

Other compounds follow:
| molecule | EPAC2 agonist | DRD3 antagonist | PTHR1 ag | Mm-Cpn inhibitor | pAkt inh | DRD3 agonist | CCT modulator | EPAC2 antagonist |
| --- | --- | --- | --- | --- | --- | --- | --- | --- |
| O=C(COC(=O)c1cc(=O)[nH]c2ccccc12)NC(=O)c1ccccc1 | -1% | 10 | i | 2% | i | -7 | 0.5 | 17% |
| O=C(O)CCn1c(SCCOc2ccccc2)nc2ccccc21 | 2% | 5 | i | -1% | i | 1 | -0.1 | 0% |
| Cc1ccc(C)c2c1cc(C)c1nnc(SCC(=O)Nc3nc4c(s3)CCCC4)n12 | 4% | 0 | -3% | -2% | i | 6 | -0.4 | -8% |
| CN(Cc1ccccc1)c1nc2c(c(=O)[nH]c(=O)n2C)n1CCCc1ccccc1 | 15% | 2 | -2%[57.5 µM] | 2% | i | -1 | 3.6 | -9% |
| CC(C)(C)C(=O)COC(=O)C1CC(=O)N(c2ccccc2)C1 (stereo not drawn) | 0% | ? | i | 1% | i | -4 | 0.0 | 13% |
| CN(CC(O)COc1ccc(S(=O)(=O)N2CCOCC2)cc1Cl)C1CCCCC1 (stereo not drawn) | -4% | 3 | -13% | 2% | i | -9 | -1.0 | 0% |
| Cc1ccccc1Nc1c(-c2ccncc2)nc2ccc(Br)cn12 | 22% | 15 | -24% | -1% | i | -9 | -0.8 | 1% |
| Cc1cccc(-n2nc(C)cc2N)c1 | 9% | ? | 30%[57.5 µM] | 1% | i | -16 | -2.8 | -3% |
| CC(C)(CNC(=O)CCC1CCCC1)CNC(=O)CCC1CCCC1 | -2% | -4 | -3% | -1% | i | -6 | 0.2 | -13% |

Some entries already given, reduced to DRD3 antagonist and EPAC2 agonist:
mol,DRD3 antagonist,EPAC2 agonist
O=C(COC(=O)c1cc(=O)[nH]c2ccccc12)NC(=O)c1ccccc1,10,-1%
O=C(O)CCn1c(SCCOc2ccccc2)nc2ccccc21,5,2%
Cc1ccc(C)c2c1cc(C)c1nnc(SCC(=O)Nc3nc4c(s3)CCCC4)n12,0,4%
CN(Cc1ccccc1)c1nc2c(c(=O)[nH]c(=O)n2C)n1CCCc1ccccc1,2,15%
CC(C)(C)C(=O)COC(=O)C1CC(=O)N(c2ccccc2)C1 (stereo not drawn),?,0%
